# CHRM4 antagonist: CHRM4 antagonism in calcium assay; P08173; CHO-hM4 cells, ACh EC80, Fluo-8 calcium fluorescence; inhibition, % at 3 µM; 360,000 tested, 0.73% active;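 active = inhibition above its plate's cutoff, the mean inhibition of sample wells plus 3 SD, cut at about 27% in these data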;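 also: 0% = acetylcholine EC80 with DMSO and 100% = DMSO without agonist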
# Target sequence (P08173 whole entry, looked up): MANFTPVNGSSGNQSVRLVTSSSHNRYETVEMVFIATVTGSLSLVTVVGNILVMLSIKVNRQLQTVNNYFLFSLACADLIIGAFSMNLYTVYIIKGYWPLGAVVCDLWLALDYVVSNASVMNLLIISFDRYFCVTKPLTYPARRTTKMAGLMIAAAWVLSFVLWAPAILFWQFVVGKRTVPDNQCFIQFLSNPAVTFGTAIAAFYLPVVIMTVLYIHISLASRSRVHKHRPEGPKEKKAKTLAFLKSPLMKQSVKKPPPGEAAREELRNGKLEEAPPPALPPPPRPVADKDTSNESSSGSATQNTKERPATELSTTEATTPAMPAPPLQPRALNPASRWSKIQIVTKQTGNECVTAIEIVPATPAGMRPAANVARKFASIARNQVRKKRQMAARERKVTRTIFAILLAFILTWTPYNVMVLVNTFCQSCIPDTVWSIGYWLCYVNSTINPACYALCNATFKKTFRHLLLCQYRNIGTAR
# CHO-K1 Ca ag: nonselective activator or artifact in parental CHO-K1 cells; Fluo-8 calcium fluorescence; scaled to maximal ATP response, vehicle zero; activation, % at 3 µM; 360,000 tested, 0.48% active; AID 602248; in the data active = activation above about 15%;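 also: untransfected CHO-K1 host cells lacking M1 receptor as counterscreen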
# M5 PAM: positive allosteric modulators of human muscarinic M5 receptor | 360,000 tested, 0.3% active | CHO-K1 hM5, Fluo-8 calcium, ACh EC20 PAM; 0% = ACh EC20, 100% = ACh EC100 | P08912 | AID 624038 | activation, % at 3 µM;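 active = activation above the run cutoff, the mean activation of all test compounds plus 3 SD, cut at about 18% in these data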
# Target sequence (P08912 whole entry, looked up): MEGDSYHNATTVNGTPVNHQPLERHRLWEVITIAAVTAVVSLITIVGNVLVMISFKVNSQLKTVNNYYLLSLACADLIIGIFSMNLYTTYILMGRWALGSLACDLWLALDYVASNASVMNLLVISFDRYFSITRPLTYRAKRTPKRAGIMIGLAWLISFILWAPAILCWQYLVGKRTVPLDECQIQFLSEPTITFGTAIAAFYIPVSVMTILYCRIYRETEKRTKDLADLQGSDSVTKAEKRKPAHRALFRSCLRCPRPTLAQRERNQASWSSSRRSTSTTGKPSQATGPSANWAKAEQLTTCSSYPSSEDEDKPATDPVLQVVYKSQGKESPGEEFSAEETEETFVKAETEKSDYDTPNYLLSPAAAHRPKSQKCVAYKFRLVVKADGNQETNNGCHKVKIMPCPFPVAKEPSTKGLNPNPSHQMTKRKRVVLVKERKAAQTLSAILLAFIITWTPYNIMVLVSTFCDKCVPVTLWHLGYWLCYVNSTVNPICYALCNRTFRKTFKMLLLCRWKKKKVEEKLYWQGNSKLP
#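 Replicates: One well per compound, no replicates | System: Human M5 receptor in CHO-K1 cells | Benchmarks: Low control EC20 acetylcholine (0%), high control EC100 acetylcholine (100%) | Probe or stimulus: Acetylcholine, EC20 level | Times: Fluo-8 loading 80 min at 37 °C plus 30 min room temperature | Signal: Intracellular calcium via Fluo-8 fluorescence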
# CHRM5 agonist: CHRM5 agonism in calcium assay; CHO-K1 hM5 cells, Fluo-8 calcium fluorescence; 0% DMSO wells, 100% maximal acetylcholine response; activation, % at 3 µM; P08912; 360,000 tested, 0.19% active;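 active = activation above the run's mean over test compounds plus 3 SD, cut at about 23% in these data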;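 also: signal is peak over basal fluorescence ratio across the kinetic read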
# CHO-K1 Ca PAM: counter-screen for M1 PAMs: effect in parental CHO-K1 cells; ATP EC20, Fluo-8 calcium fluorescence; 0% at ATP EC20, 100% at ATP max; activation, % at 3 µM; 360,000 tested, 0.02% active;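 active = activation above the run cutoff, the mean activation of all test compounds plus 3 SD, cut at about 40% in these data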;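 also: peak over basal fluorescence ratio in a 140 s read after ATP addition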
# M4 ag: CHRM4 agonism in calcium assay. CHO-K1 hM4/Gqi5, Fluo-8 calcium fluorescence; vehicle 0%, full acetylcholine response 100%. activation, % at 3 µM. 360,000 tested, 0.14% active;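 active = activation above the run mean over all test wells plus 3 SD, cut at about 32% in these data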;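 also: peak over basal fluorescence ratio per well then scaled between controls; 0% = DMSO wells and 100% = acetylcholine at EC100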
# CHRM5 antagonist: antagonists of human muscarinic M5 receptor (CHRM5); CHO-hM5 cells, Fluo-8 calcium fluorescence, ACh EC80; inhibition, % at 3 µM; 360,000 tested, 0.59% active;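 active = inhibition above a per-plate cutoff, the mean of that plate's test compounds plus 3 SD, cut at about 27% in these data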;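 also: 0% = acetylcholine EC80 with DMSO and 100% = DMSO without agonist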
# CHRM4 PAM: positive allosteric modulators of human muscarinic M4 receptor; P08173; CHO-K1 hM4/Gqi5, Fluo-8 calcium fluorescence, ACh EC20; 0% = ACh EC20, 100% = maximal ACh; activation, % at 3 µM; 360,000 tested, 0.4% active; AID 624126;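 active = activation above its plate's cutoff, the mean activation of sample wells plus 3 SD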; also: some results filed as inactive read as strong as hits
# CHO-K1 Ca antag: nonselective inhibitor or artifact in parental CHO-K1 cells | inhibition, % at 3 µM | ATP-induced calcium, Fluo-8 fluorescence | 360,000 tested, 0.6% active | AID 602250;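 active = inhibition above a per-plate cutoff, the plate's mean sample inhibition plus 3 SD, cut at about 24% in these data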;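 also: 0% = DMSO plus EC80 ATP and 100% = DMSO alone without ATP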
# Active calls of the source: *; & = joins results of further samples.
SMILES,CHRM4 antagonist,CHO-K1 Ca ag,M5 PAM,CHRM5 agonist,CHO-K1 Ca PAM,M4 ag,CHRM5 antagonist,CHRM4 PAM,CHO-K1 Ca antag
COc1ccc(C(=O)c2coc3ccc(O)c(CN4CCCC4)c23)cc1,4,1.5,-1,-2,26,3,0,-4,-6
COc1ccc(NC2CCCN(C(=O)c3csc(C(C)C)n3)C2)cc1 (centres undefined),6,-0.2,-1,-3,-13,3,7,6,0
CCOC(=O)c1sc(NC(=O)CSc2nnnn2-c2ccccc2)nc1C,-3,0.1,-2,0,7,5,-2,3,-13
C=CC[C@@]12C=C(OC)C(=O)C(OC)=C1O[C@H](c1ccc3c(c1)OCO3)[C@H]2C,13,0.0,-7,5,9,0,6,-13,-5
Cc1nc(C)c(C(=O)OCC(=O)N(C)c2ccccc2)s1,1,-0.2,-4,-3,-16,0,-1,-3,15
CCn1c(C)cc(=O)cc1-c1ccc(Cl)cc1,-1,1.0,7,-2,20,0,-2,-2,5
O=C(CCCN1C(=O)c2cccc3cccc(c23)C1=O)N1CCc2ccccc2C1,-8,1.3,-2,-2,11,3,1,4,-2
Cc1ccccc1Nc1ncnc2[nH]ncc12,-2,1.3,5,0,11,0,7,3,-11
C=CCN=C1S/C(=C\N(C)C)C(=O)N1S(=O)(=O)c1ccc(C)cc1,-3,2.2,0,-2,16,4,10,5,-14
CCOC(=O)C(Cc1ccccc1)NC(=O)CCc1c(C)nc2nc(C)nn2c1C (centres undefined),2,0.2,0,0,11,1,1,-4,-2
O=C(CSc1ncc(-c2ccccc2)n1CC1CCCO1)N1CCCCC1 (centres undefined),-5,1.3,1,-1,12,1,-3,2,0
CCOc1ccccc1N1CCN(C(=O)CC(C)(C)C)CC1,-8,1.3,5,4,12,1,2,6,-10
COc1ccc2cc(C(=O)N/N=C/c3sc4ccccc4c3O)ccc2c1,9,9.4,-10,21,13,12,6,-5,9
COc1ccc(OCc2nc3ccccc3n2C(C)C)cc1,-10,2.6,-6,0,20,3,-12,1,-17
O=C(O)c1cnc(-c2ccccc2)nc1Oc1ccc(Cl)cc1,2,7.2,-6,-4,25,0,7,4,1
O=C(Cc1ccc(-c2ccccc2)cc1)NC1CCCC1,0,9.9,-4,0,10,5,10,-1,4
CC(C)NS(=O)(=O)c1ccc(CCC(=O)NCc2ccncc2)cc1,-4,-0.1,10,-3,-11,2,-15,6,6
CC(C)CCNC(=O)C12CN(Cc3ccccc3)CC1C(c1ccc([N+](=O)[O-])cc1)=NO2 (centres undefined),-1,-0.4,-3,-7,-15,0,17,-2,7
C=CCn1c(-c2cnn(-c3ccccc3)c2N)n[nH]c1=S,0,0.7,-9,1,10,0,11,-7,-12
O=C(NCc1ccccc1Cl)C1CCC(CNc2c(N3CCOCC3)c(=O)c2=O)CC1 (centres undefined),10,0.2,9,-2,8,0,2,8,-9
CS(=O)(=O)N(CC(=O)N1CCN(c2ccccc2F)CC1)c1ccc2c(c1)OCCO2,6,2.5,-2,1,14,2,-6,-7,-15
CCOC(=O)[C@H]1[C@H]2COc3ccc(Cl)cc3[C@@H]2N2C(=O)CN(C)C(=O)[C@@]12C,-8,1.5,7,7,17,0,-6,1,-7
O=C(Nc1c(F)cccc1F)c1ccc(-n2cncn2)nc1,7,0.5,0,-1,16,1,-2,3,-15
CCOC(=O)C(C#N)c1ccccn1 (centres undefined),3,2.5,-8,-5,14,0,6,7,0
COc1ccc(N2CCN(c3oc(Cc4ccccc4)nc3C#N)CC2)cc1,4,0.5,-4,-3,7,-1,2,-4,2
# More structures:
SMILES,CHRM4 antagonist,CHO-K1 Ca ag,M5 PAM,CHRM5 agonist,CHO-K1 Ca PAM,M4 ag,CHRM5 antagonist,CHRM4 PAM,CHO-K1 Ca antag
CCOc1ccc2nc(Cl)c(CN(C(C)=O)C3CCCCC3)cc2c1,3,9.0,2,-6,14,0,1,-1,6
c1ccc(-c2noc(-c3ccncc3)n2)nc1,1,0.7,0,0,14,0,-3,10,-14
COc1cc(/C=C/C(=O)NCC(=O)N2CCC(N(C)CCN3CCOCC3)CC2)ccc1OC(C)C,7,-0.3,2,-1,-6,2,-20,-3,5
CCOc1cc(C(=O)N2CCC(CC3CC(c4ccccc4)=NO3)(C(=O)NCc3ccc(OC)cc3)CC2)cc(OCC)c1OCC (centres undefined),7,1.1,-16,-6,-12,11,12,-4,3
Cc1cc(=O)[nH]c(Nc2cccc(F)c2)n1,-4,1.4,3,-4,-1,2,17,3,-6
COc1ccccc1CNC(=O)CN1C(=O)NC2(CCCCCCC2)C1=O,0,-0.5,4,-2,-16,3,7,1,3
O=C(NNc1c(F)c(F)cc(F)c1F)c1ccc(Cl)nc1,6,1.8,4,1,18,1,-7,1,-20
CC(=O)Nc1cccc(Oc2ncnc3scc(-c4ccccc4)c23)c1,3,6.0,-3,3,23,9,-1,-7,-1
CC1CCCN(CCC(=O)Nc2ccccc2)C1 (centres undefined),2,-0.1,3,-4,-7,0,5,0,-1
O=C(O)Cc1ccc2ocnc2c1,-7,-0.2,1,-3,24,0,1,-1,-21
COC(=O)c1ccc2nc(-c3ccc4c(c3)OCO4)cn2c1,2,1.1,10,3,12,1,-2,5,-9
Cc1cccc(NC(=O)CSCC(=O)Nc2cc(S(=O)(=O)N3CCOCC3)ccc2N2CCCC2)c1,-4,0.3,-5,-5,7,2,15,-3,-5
O=C(Nc1ccccc1)C1COc2ccccc2O1 (centres undefined),-16,0.2,-1,-4,-1,0,5,0,4
Cc1cccc(NC(=O)CSc2nc3c(c(=O)[nH]2)CCC3)c1C,1,-0.7,1,1,5,0,3,3,3
COC(=O)C1=C(C)NC(=O)NC1C1CC=CCC1 (centres undefined),-1,0.5,-1,0,16,0,-1,2,-13
COc1cccc(OCC(=O)NNC(=O)c2cnccn2)c1,13,1.1,-3,0,-2,2,5,-13,3
N#CCCN(C(=O)COC(=O)CNC(=O)c1cccs1)c1ccc(F)cc1,4,0.4,7,4,-10,1,-2,-2,-2
COc1ccccc1C(=O)N1CCN(S(=O)(=O)c2ccccc2)CC1,-2,0.2,-4,2,11,1,4,-1,-10
Cc1nn(CC(=O)N2CCN(c3ccccn3)CC2)c(=O)c2cc3sccc3n12,-3,-0.1,-1,-2,19,2,0,4,-14
C=CCN1C(=O)c2ccc(C(=O)N(C)CC(=O)Nc3cccc(F)c3)cc2C1=O,6,4.6,-6,1,9,6,12,-4,-7
O=C(O)CCC(=O)N1N=C(c2ccccc2)CC1c1ccc2nccnc2c1 (centres undefined),1,0.3,2,0,13,1,-7,-1,-5
OC(COc1ccc2ccccc2c1)CN1CCOCC1 (centres undefined),1&-10,1.6&0.7,-1&12,0&-6,24&12,4&3,9&1,-4&10,-15&0
CCOc1ccc(NC(=O)CSc2nnc(-c3ccncc3)n2CC2CCCO2)cc1 (centres undefined),4,-0.1,1,-6,10,0,2,-1,2
O=C(COc1ccc(NC(=O)c2cccs2)cc1)c1ccc(F)cc1,8,1.5,-4,-3,3,2,11,-1,-3
O=C(COc1ccccc1)Nc1cccc(-c2ccc(N3CCOCC3)nn2)c1,-9,4.3,-9,-1,6,14,11,-10,5

# Record cards, as listed above:
# Cc1cc(=O)[nH]c(Nc2cccc(F)c2)n1 is listed with CHRM4 antagonist: -4; CHO-K1 Ca ag: 1.4; M5 PAM: 3; CHRM5 agonist: -4; CHO-K1 Ca PAM: -1; M4 ag: 2; CHRM5 antagonist: 17; CHRM4 PAM: 3; CHO-K1 Ca antag: -6
# C=CC[C@@]12C=C(OC)C(=O)C(OC)=C1O[C@H](c1ccc3c(c1)OCO3)[C@H]2C is listed with CHRM4 antagonist: 13; CHO-K1 Ca ag: 0.0; M5 PAM: -7; CHRM5 agonist: 5; CHO-K1 Ca PAM: 9; M4 ag: 0; CHRM5 antagonist: 6; CHRM4 PAM: -13; CHO-K1 Ca antag: -5

# Additional results
SMILES,CHRM4 antagonist,CHO-K1 Ca ag,M5 PAM,CHRM5 agonist,CHO-K1 Ca PAM,M4 ag,CHRM5 antagonist,CHRM4 PAM,CHO-K1 Ca antag
COc1ccccc1NC(=O)CN(Cc1ccco1)C(=O)c1cc(Cl)c(OC)c(OC)c1,-10,3.2,-4,2,33,10,0,0,-17
Cc1nc(N)nc(N)c1Oc1ccc(Cl)cc1,2,3.4,-8,-1,12,11,10,8,-16
CCCCC(=O)Nc1nc(C)c(-c2csc(Nc3cc(Cl)ccc3OC)n2)s1,-4,0.0,-11,0,11,2,15,10,-10
COc1cccc(NC(=O)Cn2c(=O)n(CCC(=O)NC3CCN(Cc4ccccc4)CC3)c(=O)c3ccccc32)c1,1,0.4,5,-6,14,0,1,-13,-5
O=c1cnnc(Nc2cccc(C(F)(F)F)c2)[nH]1,3,0.8,10,-1,24,1,8,1,-10
Cn1c(SCC(=O)Nc2cc(C(C)(C)C)nn2-c2ccccc2)nc2ccccc21,10,1.3,-8,-4,20,2,12,-9,-4
C=CCc1ccccc1OCC(O)CN1CCN(CCN2C(=O)c3cccc4cccc(c34)C2=O)CC1 (centres undefined),1,4.3,-14,-2,8,15,3,-34,-4
CCCNC(=O)C12CCC(C)(C(=O)C1Br)C2(C)C (centres undefined),-13,-0.3,-2,-3,1,1,-5,0,6
O=C(CCC1CCCCC1)Nc1nncs1,15,0.1,0,0,-15,-1,8,-7,5
CCNc1nc(NCC)n2c(SCC(=O)Nc3ccccc3C(F)(F)F)nnc2n1,-2,1.1,4,-3,17,0,8,3,-8
Cc1ccc(CCNC(=O)CN2C(=O)COc3ccc(S(=O)(=O)N4CCOCC4)cc32)cc1,0,-0.6,6,-5,25,0,-4,4,-7
COCCNC(=O)C(OC(=O)C1=Cc2ccccc2OC1)C(C)C (centres undefined),-13,0.2,0,6,17,2,4,-1,-23
CN(Cc1ccccc1)c1nc2c(c(=O)[nH]c(=O)n2C)n1Cc1ccccc1,-3,0.4,2,-3,10,0,-2,10,-2
COCc1cc(=O)[nH]c(/N=C(\N)Nc2ccc(C)cc2)n1,11,0.6,0,1,9,1,5,-7,-6
COc1ccc(C(CNC(=O)c2ccc(NS(=O)(=O)c3ccc(F)c(C)c3)cc2)N2CCCC2)cc1 (centres undefined),28*,1.0,-1,-13,17,2,-4,-13,-7
Cc1ccc(Cn2nnc3c(=O)n(CC(=O)N4CCCc5ccccc54)cnc32)cc1,4,0.1,-8,3,-10,3,-4,5,-17
Cc1ccc(N2CCN(S(=O)(=O)N(C)C)CC2)c(C)c1,-17,-0.2,0,-1,-5,2,-6,5,10
COc1ccc(NC(=O)CN(C)C(=O)C(NC(=O)c2ccco2)C(C)C)cc1 (centres undefined),-4,0.2,-3,4,-22,1,-3,3,6
O=P(Cc1ccccn1)(c1ccccc1)c1ccccc1,-6,0.8,-6,-1,17,0,3,3,-10
CC(C)c1ccc(Nc2nnc(SCC(=O)Nc3ncc(S(=O)(=O)c4ccc([N+](=O)[O-])cc4)s3)s2)cc1,-22,-0.3,2,-5,1,1,-11,-5,-12
CCCN1CCN(C(=O)c2cc(COc3ccc4ncccc4c3)on2)CC1,8,11,-20,5,-4,15,11,-22,7
Cc1c(C(=O)N2CCCCC2)c(S(=O)(=O)N2CCN(c3ccccc3F)CC2)c(C)n1C,-8,1.4,0,-3,-8,3,6,5,0
O=C(CNCCc1ccc(Cl)cc1)Nc1ccc(C(=O)N2CCCCC2)cc1,6,5.5,-3,3,-15,12,-4,-8,-5
Cc1cc(C)n(CC(=O)NNC(=O)c2ccc(S(C)(=O)=O)cc2)n1,-6,0.1,5,2,-6,0,6,5,1

# Rows are unselected; overall some 2.7% were active at least once.
